aSyn rescue: inhibitors of alpha-synuclein toxicity in yeast. Yeast expressing alpha-synuclein, growth rescue, BacTiter-Glo, 24 h. AID 652106. 0.14% of 370,000 active. Potency, µM (doses to about 46.1 µM), for inactives: at the top dose growth rescue (activation), hits mostly activators; note: potency is the fitted concentration of half-maximal effect; % of control where 0% means no effect; nearly all actives have a fitted effect of over 65% in size
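Galactose-induced alpha-syn yeast (OD600=0.02, raffinose-pregrown) + pinned cpd, 24 hr, 30 deg C; growth by BacTiter-Glo luminescence. Growth restoration scores as activation.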
GLP1R ag: agonists of human GLP-1 receptor. P43220. HEK293 GLP-1R CRE-luciferase, luminescence, 4-6 h; cells express a hypersensitive GLP-1R form. Potency, µM (titrated, usually from 45.6 µM), for the others: at the top dose activation, most hits filed as activators. 0.007% of 380,000 active. AID 624172; note: potency is the fitted concentration of half-maximal effect; % of control where 0% means no effect
Target sequence (P43220 whole entry, looked up): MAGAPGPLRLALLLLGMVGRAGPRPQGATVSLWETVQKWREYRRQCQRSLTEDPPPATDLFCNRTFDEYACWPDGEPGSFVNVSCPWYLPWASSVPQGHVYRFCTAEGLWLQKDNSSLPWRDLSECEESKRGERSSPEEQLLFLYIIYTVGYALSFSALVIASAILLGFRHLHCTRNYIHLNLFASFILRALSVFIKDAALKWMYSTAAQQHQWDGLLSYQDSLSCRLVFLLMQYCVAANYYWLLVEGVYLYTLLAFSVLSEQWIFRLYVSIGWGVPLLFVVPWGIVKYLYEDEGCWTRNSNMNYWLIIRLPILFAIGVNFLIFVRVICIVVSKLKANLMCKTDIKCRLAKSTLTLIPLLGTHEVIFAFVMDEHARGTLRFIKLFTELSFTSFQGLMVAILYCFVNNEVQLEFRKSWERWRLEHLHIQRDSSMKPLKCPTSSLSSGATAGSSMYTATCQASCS
PTHR1 agonist: PTHR1 (human) receptor agonism; Q03431; HEK293 GP2 PTHR1 cells, GloSensor cAMP luminescence, 1 h; Potency, µM (top dose mostly 115 µM), for the others: top-dose activation, actives largely listed as activators; 0.075% of 410,000 active; note: potency is the fitted concentration of half-maximal effect; nearly all actives have a fitted effect of over 55% in size; some results filed as inactive show a strong effect at the top dose; inactives centre near -15; many of its hits are not listed in these tables
Target sequence (Q03431 whole entry, looked up): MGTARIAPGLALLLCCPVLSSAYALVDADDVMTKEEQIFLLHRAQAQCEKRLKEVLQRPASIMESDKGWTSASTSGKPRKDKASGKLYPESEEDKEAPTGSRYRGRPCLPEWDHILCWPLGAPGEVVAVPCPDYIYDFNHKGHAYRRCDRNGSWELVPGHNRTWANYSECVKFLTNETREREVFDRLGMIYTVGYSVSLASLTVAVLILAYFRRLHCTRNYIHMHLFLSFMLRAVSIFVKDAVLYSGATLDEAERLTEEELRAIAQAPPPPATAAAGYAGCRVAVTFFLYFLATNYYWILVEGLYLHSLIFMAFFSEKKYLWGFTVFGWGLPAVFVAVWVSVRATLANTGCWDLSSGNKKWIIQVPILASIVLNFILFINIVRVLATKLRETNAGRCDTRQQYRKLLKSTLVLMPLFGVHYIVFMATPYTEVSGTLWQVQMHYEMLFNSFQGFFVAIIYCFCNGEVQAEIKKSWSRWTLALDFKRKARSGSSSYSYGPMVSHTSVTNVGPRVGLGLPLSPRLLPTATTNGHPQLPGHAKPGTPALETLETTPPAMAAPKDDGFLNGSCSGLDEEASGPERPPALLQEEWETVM
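HEK-293-derived GP2 cells expressing PTHR1 and a GloSensor cAMP reporter, 3,000/well, plated overnight, given luciferin plus IBMX (each 0.5 mM as added) for 1 h at 37 °C, then compound for 1 h at 37 °C. Luminescence was read after 15 min at room temperature.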
Abeta yeast res: compounds reversing amyloid beta toxicity in yeast. yeast expressing A-beta42, growth rescue, OD600, 48 h; response scale: 0% DMSO, 100% iron-clioquinol control. 0.063% of 410,000 active. Potency, µM (titrated, usually from 46.1 µM), without a hit: top-dose growth rescue, hits mostly activators; note: potency is the fitted concentration of half-maximal effect; nearly all actives have a fitted effect of over 55% in size
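Growth rescue measured by 600 nm absorbance after 48 h yeast culture at 30 C with compound. Values normalized between DMSO and an equimolar ferric chloride plus clioquinol control.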
GLP1R inv ag: acts as inverse agonist at human GLP-1 receptor; HEK293 GLP-1R CRE-luciferase, luminescence, 24 h; GLP-1R form is constitutively active; Potency, µM (series often up to 38.3 µM), for the others: top-dose activity change, negative = inhibition, most hits filed as inhibitors; 1.6% of 410,000 active; note: potency is the fitted concentration of half-maximal effect; % is set by controls: 0 for no effect and ±100 for the full control effect; nearly all actives have a fitted effect of over 55% in size
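Constitutively active GLP-1R drives a cAMP-responsive luciferase in stably transfected HEK293 cells; test compounds are added after overnight (12 h) attachment and left 24 hr, and signal loss in luminescence marks inhibition.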
DRD3 antagonist: antagonists of human D3 dopamine receptor; P35462; D3R cells, DiscoveRx beta-arrestin luminescence, antagonist mode; stronger effect = lower value; max response, negative = inhibition, %; 2.5% of 360,000 active; AID 652054; in the data active = max response below about -50%; inconclusive = no clear call, values can overlap the other calls; note: % is set by controls: 0 for no effect and ±100 for the full control effect; mostly tested at two doses, the higher about 12 µM
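Cells expressing the human receptor were seeded at 1500 cells/well, incubated overnight at 37 degrees C in 5% CO2, then exposed to library compounds with dopamine controls for 90 minutes at 37 degrees C before luminescent detection.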
pAkt inh: inhibitors of Akt phosphorylation | 0.32% of 360,000 active | activity change, % for hits at 50 µM | Neuro2A IGF-stimulated pAkt S473 HTRF, 20 min; stronger effect = lower value; in the data active = activity change below about -80%; inconclusive = mostly about -51% to -80%; note: % is set by controls: 0 for no effect and ±100 for the full control effect
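Neuro2A cells in DMEM with 0.5% FBS, overnight at 37 deg C, given compound at single 50 µM final, then IGF (6 nM final) for 20 min at 37 deg C. Lysed; phospho-Akt Ser473 by HTRF after 24 h, 665/615 ratio.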
TDP43 rescue: inhibitors of TDP-43 toxicity in yeast; Potency, µM (titrated, usually from 46.1 µM), inactives show at the top dose growth rescue (activation), most hits filed as activators; AID 652104; TDP-43 expressing yeast growth rescue, BacTiter-Glo, 24 h; 1.8% of 410,000 active; note: potency is the fitted concentration of half-maximal effect; % of control where 0% means no effect; nearly all actives have a fitted effect of over 50% in size
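In this qHTS, compounds that restore growth of yeast expressing TDP-43 appear as activators. Cells (OD600=0.02, galactose medium, raffinose-pregrown) are incubated with compound 24 hr at 30 deg C and growth is quantified by BacTiter-Glo.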
FUS suppressor: FUS proteinopathy suppression in yeast. Potency, µM (series often up to 76.6 µM), for the others: at the top dose growth rescue (activation), actives largely listed as activators. 0.24% of 390,000 active. AID 1347120. S. cerevisiae FUS-expressing, growth rescue, OD600, 24 h;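 note: potency is the fitted concentration of half-maximal effect; plate controls were DMSO vehicle for no effect and reference control for full effect; nearly all actives have a fitted effect of over 55% in size; some results filed as inactive show a strong effect at the top dose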
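Restored growth of FUS-toxic S. cerevisiae, read as 600 nm absorbance after 24 h at 30C in galactose medium (starting OD 0.005). Controls CP55940 and DMSO.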
The depositor's hits bear a star; [ ] = dose if it differs, or a comment. Unless noted, calls come from the whole dose curve; as a rule, active = well fitted curve in the direction sought with a large enough effect; inconclusive = small, poorly fitted or top-dose-only effect, or another doubt; inactive = no such curve, though single readings can be large; an effect the other way counts as inactive or inconclusive. Only part of the results is shown. The share of hits here may be higher or lower than overall.

`CCNC(=O)C1(C)CCCN(C(=O)c2sccc2C)C1` (configuration not stated) gave aSyn rescue -1%, GLP1R ag -4%, PTHR1 agonist inactive, Abeta yeast res -3%, GLP1R inv ag -19%, DRD3 antagonist 16, pAkt inh inactive, TDP43 rescue 18% and FUS suppressor -20%.
C=CC[C@@H](CC(=O)N[C@H](CO)Cc1ccccc1)C(=O)N[C@H](COC(=O)[C@@H](CC=C)Cc1ccc(F)cc1)Cc1c[nH]c2ccccc12 was read as aSyn rescue 1%, GLP1R ag -4%, PTHR1 agonist -51%[inhibitor], Abeta yeast res 6%, GLP1R inv ag inconclusive, DRD3 antagonist 19, pAkt inh inactive, TDP43 rescue 8% and FUS suppressor inconclusive.
Cc1n[nH]c(=O)c2c(NC(=O)CSc3nc4ccccc4c(=O)n3CCCOC(C)C)oc(C)c12 was read as aSyn rescue 0%, GLP1R ag 2%, PTHR1 agonist -3%, Abeta yeast res 8%, GLP1R inv ag 23%, DRD3 antagonist -1, pAkt inh inactive, TDP43 rescue inconclusive and FUS suppressor inconclusive.
Screening C[C@@H]1CN(C(=O)c2nc3ccc(Cl)cn3c2CN[C@H]2CCCCNC2=O)C[C@H](C)O1 returned aSyn rescue -2%, GLP1R ag 8%, PTHR1 agonist inconclusive, Abeta yeast res -4%, GLP1R inv ag 21%, DRD3 antagonist -10, pAkt inh inactive, TDP43 rescue -18% and FUS suppressor -14%.
Screening Cc1nnc(SCC(=O)Nc2ccc(-c3nc4ccccc4s3)cc2)s1 returned aSyn rescue 0%, GLP1R ag -5%, PTHR1 agonist -29%, Abeta yeast res -4%, GLP1R inv ag 11%, DRD3 antagonist 7, pAkt inh inactive, TDP43 rescue 14% and FUS suppressor -6%.
For O=C1C2CCCCN2C(=O)N1CCN1CCN(c2cccc(Cl)c2)CC1 (configuration not stated) the results were aSyn rescue 1%, GLP1R ag 3%, PTHR1 agonist -14%, Abeta yeast res 16%, GLP1R inv ag 7%, DRD3 antagonist -22, pAkt inh inactive, TDP43 rescue 0% and FUS suppressor 3%.
For O=C(O)C1C2C=CC(C2)C1C(=O)NCc1cccs1 (configuration not stated) the results were aSyn rescue -4%, GLP1R ag -2%, PTHR1 agonist inactive, Abeta yeast res -15%, GLP1R inv ag 2%[7.66 µM], DRD3 antagonist 2, pAkt inh inactive, TDP43 rescue 2%[9.22 µM] and FUS suppressor -5%.
Screening COc1ccc2nc(NC(=S)NC(=O)c3ccco3)sc2c1 returned aSyn rescue -3%, GLP1R ag 1%, PTHR1 agonist -14%, Abeta yeast res -3%, GLP1R inv ag inconclusive, DRD3 antagonist -5, pAkt inh inactive, TDP43 rescue 4% and FUS suppressor -21%.
`O=C(NCc1ccccc1)C1=C[C@H](c2ccc(Br)cc2)C[C@H](OCCCCO)O1` gave aSyn rescue 0%, GLP1R ag -2%, PTHR1 agonist -18%, Abeta yeast res -9%, GLP1R inv ag inconclusive, DRD3 antagonist 4, pAkt inh inactive, TDP43 rescue -7% and FUS suppressor 36%.
Screening O=C(CSc1nc(C(F)(F)F)cc(=O)[nH]1)N1CCOCC1 returned aSyn rescue -4%, GLP1R ag -13%, PTHR1 agonist -24%, Abeta yeast res -10%, GLP1R inv ag -2%, DRD3 antagonist -23, pAkt inh inactive, TDP43 rescue 5% and FUS suppressor 11%.
`CCOc1ccc(NC(=O)c2ccc(-n3cccn3)nc2)cc1` gave aSyn rescue 5%, GLP1R ag 5%, PTHR1 agonist -9%, Abeta yeast res -1%, GLP1R inv ag 13%, DRD3 antagonist 4, pAkt inh inactive, TDP43 rescue -7% and FUS suppressor -4%.
For CCOC(=O)c1ccc2nc(Nc3nc4ccc(F)cc4s3)sc2c1 the results were aSyn rescue 3%, GLP1R ag -12%, PTHR1 agonist -27%, Abeta yeast res 15%, GLP1R inv ag -54%, DRD3 antagonist 8, pAkt inh inactive, TDP43 rescue 5% and FUS suppressor 14%.

Structural class: those above containing a thiophene ring, fused or not (2)
`CCNC(=O)C1(C)CCCN(C(=O)c2sccc2C)C1` (configuration not stated) gave aSyn rescue -1%, GLP1R ag -4%, PTHR1 agonist inactive, Abeta yeast res -3%, GLP1R inv ag -19%, DRD3 antagonist 16, pAkt inh inactive, TDP43 rescue 18% and FUS suppressor -20%.
For O=C(O)C1C2C=CC(C2)C1C(=O)NCc1cccs1 (configuration not stated) the results were aSyn rescue -4%, GLP1R ag -2%, PTHR1 agonist inactive, Abeta yeast res -15%, GLP1R inv ag 2%[7.66 µM], DRD3 antagonist 2, pAkt inh inactive, TDP43 rescue 2%[9.22 µM] and FUS suppressor -5%.

(list continues)
For CCCCCCCCC(c1nc2ccccc2[nH]1)N1CCN=C1c1cc2ccccc2[nH]1 (configuration not stated) the results were aSyn rescue -37%[inhibitor], GLP1R ag -1%, PTHR1 agonist -4%, Abeta yeast res -10%, GLP1R inv ag inconclusive, DRD3 antagonist 12, pAkt inh inactive, TDP43 rescue 6% and FUS suppressor inconclusive.
For Cc1csc2nc(CSc3ccc(Cl)cc3)cn12 the results were aSyn rescue 1%, GLP1R ag 0%, PTHR1 agonist -27%, Abeta yeast res -4%, GLP1R inv ag inconclusive, DRD3 antagonist -27, pAkt inh inactive, TDP43 rescue 15% and FUS suppressor 11%.
For Cc1oc(-c2ccccc2)[n+]([O-])c1C the results were aSyn rescue -1%, GLP1R ag -6%, PTHR1 agonist inactive, Abeta yeast res -6%, GLP1R inv ag -5%, DRD3 antagonist -14, pAkt inh inactive, TDP43 rescue -11% and FUS suppressor 24%.
Screening O=[N+]([O-])c1cc([N+](=O)[O-])c(Oc2cc(Cl)ccc2Cl)cc1NC1CCCCCCC1 returned aSyn rescue 8%, GLP1R ag -1%, PTHR1 agonist -38%[inhibitor], Abeta yeast res -19%, GLP1R inv ag 5%, DRD3 antagonist 0, pAkt inh inactive, TDP43 rescue inconclusive and FUS suppressor -17%.
Cc1c(S(=O)(=O)Nc2cccc(Cl)c2)c(=O)n(C)c(=O)n1C was read as aSyn rescue 0%, GLP1R ag -5%, PTHR1 agonist inactive, Abeta yeast res 1%, GLP1R inv ag 8%, DRD3 antagonist 34, pAkt inh inactive, TDP43 rescue 25% and FUS suppressor -18%.
O=[N+]([O-])c1ccc(C(O)C[n+]2ccccc2)cc1 (configuration not stated) was read as aSyn rescue -5%, GLP1R ag 3%, PTHR1 agonist inconclusive, Abeta yeast res -5%, GLP1R inv ag -8%, DRD3 antagonist -13, pAkt inh inactive, TDP43 rescue -10% and FUS suppressor -9%.
For COC(=O)CS(=O)(=O)c1ccsc1C(=O)Nc1ccc(F)c(F)c1 the results were aSyn rescue 1%, GLP1R ag 5%, PTHR1 agonist -8%, Abeta yeast res -17%, GLP1R inv ag 13%[7.66 µM], DRD3 antagonist -14, pAkt inh inactive, TDP43 rescue -20%[9.22 µM] and FUS suppressor -2%.
`CCN1CCN(C2CCCCC2NS(=O)(=O)c2ccc(Cl)cc2)CC1` (configuration not stated) gave aSyn rescue -3%, GLP1R ag 15%, PTHR1 agonist inconclusive, Abeta yeast res 1%, GLP1R inv ag inconclusive, DRD3 antagonist inconclusive, pAkt inh inactive, TDP43 rescue 18% and FUS suppressor -3%.
`O=C(NCCC(=O)N1CCc2ccccc21)c1ccccc1Cl` gave aSyn rescue 1%, GLP1R ag 10%, PTHR1 agonist inactive, Abeta yeast res 0%, GLP1R inv ag -5%, DRD3 antagonist -8, pAkt inh inactive, TDP43 rescue 13% and FUS suppressor -1%.
Screening CCOc1ccc(N2CC(NC(=O)c3ccc4c(c3)OCO4)CC2=O)cc1 (configuration not stated) returned PTHR1 agonist 19%, Abeta yeast res 5%, GLP1R inv ag 1%, TDP43 rescue inconclusive and FUS suppressor 37%.
For Cc1nn(C(C)C(=O)NCCN2CCCCCC2)c(=O)c2nn(-c3ccccc3)c(C)c12 (configuration not stated) the results were aSyn rescue -1%, GLP1R ag 10%, PTHR1 agonist inactive, Abeta yeast res -13%, GLP1R inv ag 3%, DRD3 antagonist -21, pAkt inh inactive, TDP43 rescue 1% and FUS suppressor -1%.
For Cn1c(-c2ccccc2)c(/C=N/NC(=O)c2cccnc2)c2ccccc21 the results were aSyn rescue 2%, GLP1R ag 23%, PTHR1 agonist -14%, Abeta yeast res -14%, GLP1R inv ag inconclusive, DRD3 antagonist -4, pAkt inh inactive, TDP43 rescue -8% and FUS suppressor -5%.
`CCN(CC)CCCN1C=C2C(=O)C(C)(OC(=O)CCc3ccccc3)C(=O)C=C2C=C1c1ccc(C#N)cc1` (configuration not stated) gave aSyn rescue -4%, GLP1R ag 3%, PTHR1 agonist 15%, Abeta yeast res -8%, GLP1R inv ag 27%, DRD3 antagonist -15, pAkt inh inactive, TDP43 rescue 0% and FUS suppressor 32%.
Cc1ccccc1C(=O)N=c1ccn(-c2nc3ccccc3nc2NS(=O)(=O)c2ccccc2)cc1 was read as aSyn rescue -4%, GLP1R ag -5%, PTHR1 agonist inactive, Abeta yeast res -19%, GLP1R inv ag -21%, DRD3 antagonist -5, TDP43 rescue 3% and FUS suppressor inconclusive.
CC(=O)c1cc(-c2ccc(F)cc2)n(CC(=O)NCc2ccc(C)cc2)c1C was read as PTHR1 agonist inactive, Abeta yeast res -23%, GLP1R inv ag 8%, TDP43 rescue 3% and FUS suppressor 12%.
For CC(=O)c1ccc(-n2nnnc2SCC(=O)NNC(=O)c2ccco2)cc1 the results were aSyn rescue 1%, GLP1R ag -3%, PTHR1 agonist inactive, Abeta yeast res 2%, GLP1R inv ag -3%, DRD3 antagonist -1, pAkt inh inactive, TDP43 rescue -20% and FUS suppressor 6%.
